Bioassay records as filed in PubChem.
RECQ1 inh: RECQ1 (human) helicase inhibition. P46063. 240,000 tested, 0.54% active. Potency, µM (highest dose often 57.3 µM), for inactives: top-dose activity, negative = inhibition, hits mostly inhibitors. RECQ1 DNA unwinding, red fluorescence kinetic read;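 further: plate controls were vehicle for no effect and no enzyme for full effect; nearly all actives have a fitted effect of over 30% in size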
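50 nM RECQ1T1 preincubated 15 min with compound in Tris pH 8.0 buffer with MgCl2, DTT, Tween-20 and 2.5 ug/ml poly(dI-dC); started with 200 nM TAMRA/BHQ-2 forked duplex and 2 mM ATP. Unwinding read as fluorescence (525/598 nm), two reads 2 h apart.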
GAA glycogen mod: alters human alpha-glucosidase cleavage of glycogen; recombinant GAA, glycogen substrate, Amplex Red glucose oxidase fluorescence; Potency, µM (doses to about 76.4 µM), for the others: at the highest dose activity change, negative = inhibition, most hits filed as inhibitors; 300,000 tested, 0.38% active;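 further: 0% = full enzyme reaction and -100% = no-enzyme basal signal; the screen sought inhibitors and activators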
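Recombinant enzyme (4 nM final) with compounds titrated up to 77 uM and bovine liver glycogen (30 ug) in citrate pH 5.0, 0.01% Tween-20, 37 C 40 min. Released glucose detected by Amplex Red/glucose oxidase (Ex 573/Em 610); AC50 from Hill fits.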
TexasRed fluor: alters Texas Red total fluorescence, flagging assay interference | 280,000 tested, 0.29% active | AID 1479 | Potency, µM (series often up to 106 µM), without a hit: top-dose fluorescence change, negative = quenching | TRb/SRC2 Texas Red total fluorescence interference; active means well fitted curve in either direction with a large enough effect; inconclusive means small, poorly fitted or top-dose-only effect
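Flags fluorescent or light-absorbing compounds by total fluorescence, S + 2P, at 555 nm excitation and 632 nm emission. Mixture: 20 nM Texas Red SRC2 peptide, 0.6 uM human TRb LBD, 1 uM T3, 5% DMSO; compound exposure 5 h at ambient temperature.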
RGS12 GoLoco inh: RGS12 GoLoco-Gai1 interaction inhibition. P63096. Gai1:RGS12 GoLoco peptide FP, rhodamine, 10 min. Potency, µM (doses to about 61.6 µM), for the others: at the top dose activity, negative = inhibition, usual class: inhibitors. 230,000 tested, 0.44% active. AID 880; active means well fitted inhibition curve with a large enough effect, not every such curve was filed as active; inactive means no such curve, though single readings can be large or run the other way; further: nearly all actives have a fitted effect of over 30% in size; many of its hits are not listed in these tables
GAA inh: inhibitors of human lysosomal alpha-glucosidase; P10253; purified human GAA, 4-MU-alpha-glucoside fluorescence; Potency, µM (top dose mostly 76.9 µM), inactives show at the highest dose activity change, negative = inhibition, most hits filed as inhibitors; 200,000 tested, 0.005% active;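 further: plate controls were uninhibited enzyme wells for no effect and no-enzyme background for full effect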
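Human alpha-glucosidase, 4 nM, pre-mixed with test compounds before 400 uM 4-methylumbelliferyl substrate; 20 min room temperature at pH 5.0. Fluorescence read after pH 10 stop; AC50 values from Hill-equation fits.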
TRb-SRC2 inh: disrupts binding of human TR beta to SRC2; AID 1469; Potency, µM (titrated, usually from 106 µM), for inactives: at the top dose activity change, negative = inhibition, usual class: inhibitors; P10828; TRbeta-SRC2 peptide binding, fluorescence polarization; receptor liganded with 1 µM T3; 280,000 tested, 0.065% active;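 further: plate controls were bound peptide for no effect and peptide without receptor for full effect; nearly all actives have a fitted effect of over 50% in size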
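Fluorescence polarization of 20 nM Texas Red SRC2 peptide (20-aa NR interaction domain) bound to 0.6 uM human TRb ligand-binding domain, with 1 uM T3, after 5 hr at ambient temperature; inhibition seen as decreased polarization.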
aGlu spleen mod: inhibitors or activators of human alpha-glucosidase in spleen homogenate | P10253 | human spleen homogenate, 4-MU-alpha-glucoside fluorescence | Potency, µM (titrated, usually from 79.9 µM), inactives show at the top dose activity change, negative = inhibition, usual class: inhibitors | 240,000 tested, 0.006% active;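 further: 0% = enzyme with vehicle and -100% = no enzyme basal signal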
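Enzyme source: human spleen homogenate, 1 ug/well. Buffer 50 mM citric acid/K phosphate pH 5.0, 0.01% Tween-20. 4-MU-alpha-glucoside 1 mM; 37 C x 40 min; NaOH/glycine stop; fluorescence.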
L3MBTL1 block: inhibitors of human L3MBTL1. AID 485360. AlphaScreen L3MBTL1–H3K9me1 peptide binding. Potency, µM (doses to about 57.1 µM), without a hit: top-dose activity, negative = inhibition, usual class: inhibitors. 230,000 tested, 0.66% active; further: nearly all actives have a fitted effect of over 60% in size
Target sequence (Q9Y468 whole entry, looked up): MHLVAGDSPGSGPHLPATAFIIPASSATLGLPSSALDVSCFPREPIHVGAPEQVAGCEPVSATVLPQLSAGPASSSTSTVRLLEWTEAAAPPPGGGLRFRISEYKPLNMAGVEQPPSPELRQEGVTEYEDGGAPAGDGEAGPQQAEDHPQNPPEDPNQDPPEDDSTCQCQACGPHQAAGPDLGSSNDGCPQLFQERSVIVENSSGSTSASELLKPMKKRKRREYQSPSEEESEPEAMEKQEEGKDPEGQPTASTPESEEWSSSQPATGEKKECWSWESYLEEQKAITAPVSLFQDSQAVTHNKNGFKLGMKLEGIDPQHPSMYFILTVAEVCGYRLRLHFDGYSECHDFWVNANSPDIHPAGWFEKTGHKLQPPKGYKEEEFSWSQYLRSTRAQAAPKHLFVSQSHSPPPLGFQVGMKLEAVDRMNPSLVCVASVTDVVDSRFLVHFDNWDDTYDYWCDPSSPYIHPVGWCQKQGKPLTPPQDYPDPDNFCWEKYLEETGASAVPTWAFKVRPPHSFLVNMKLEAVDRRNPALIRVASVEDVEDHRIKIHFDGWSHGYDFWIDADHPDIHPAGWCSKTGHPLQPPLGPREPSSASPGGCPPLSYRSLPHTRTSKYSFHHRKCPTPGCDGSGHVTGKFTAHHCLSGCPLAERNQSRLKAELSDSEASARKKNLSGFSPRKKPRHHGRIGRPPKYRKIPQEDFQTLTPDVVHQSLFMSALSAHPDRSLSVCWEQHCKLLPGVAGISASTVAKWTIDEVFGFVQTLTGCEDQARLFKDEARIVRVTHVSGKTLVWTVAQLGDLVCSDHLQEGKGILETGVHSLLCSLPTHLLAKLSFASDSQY
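L3MBTL1 (50 nM) pre-complexed 30 min with biotinylated H3(1-15)K9me1 peptide (75 nM), then compounds added for 30 min at room temperature; AlphaScreen streptavidin donor/nickel chelate acceptor beads (10 ug/mL final) read after 30 min dark incubation.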
Starred values were filed as active, the others as inactive; i = inactive; ? = inconclusive; / = no result given; [ ] = dose if it differs, or a comment. Unless noted, the call rests on the fitted dose curve; in most records, active means well fitted curve in the direction sought with a large enough effect; inconclusive means small, poorly fitted or top-dose-only effect, or another doubt; inactive means no such curve, though single readings can be large; an effect the other way counts as inactive or inconclusive. Unless noted, on the % scale 0 is the no-effect control and ±100 the full control effect; potency means the concentration at half of the fitted maximal effect. Only part of the results is shown; rates above refer to the full screens.

Sample of the layout (12 entries):
Short keys: A = RECQ1 inh; B = GAA glycogen mod; C = TexasRed fluor; D = RGS12 GoLoco inh; E = GAA inh; F = TRb-SRC2 inh; G = aGlu spleen mod; H = L3MBTL1 block
O=C(CC[N+](=O)[O-])OCC1OC(O)C(OC(=O)CC[N+](=O)[O-])[C@@H](OC(=O)CC[N+](=O)[O-])C1OC(=O)CC[N+](=O)[O-] (some centres not stated)
  A: -3%	B: /	C: -4%	D: 3%	E: /	F: -10%	G: 3%	H: /

CN1CCN(c2ccc([N+](=O)[O-])c(N3CCCCC3)c2)CC1
  A: -6%	B: -6%	C: -1%	D: 6%	E: 1%	F: 4%	G: 4%	H: -22%

CCOP(=S)(NN(Cc1ccccc1)C(=O)c1ccccc1)OCC
  A: i	B: 0%	C: -2%	D: 14%	E: 4%	F: 7%	G: -4%	H: 0%

CCn1c(=O)n(CC(=O)N2CCC3(CC2)OCCO3)c(=O)c2ccccc21
  A: -3%	B: 2%	C: 1%	D: 2%	E: -16%	F: -13%	G: 3%	H: 3%

COc1ccc(NC(=O)CN2C3CCC2CC(O)(c2cccnc2)C3)cc1OC (configuration not stated)
  A: -9%	B: -8%	C: -1%	D: 5%	E: 1%[15.4 µM]	F: -1%	G: 2%	H: -5%

Cc1cccc(N2C(=O)NC(=O)/C(=C\c3cnc(-c4ccccc4)nc3)C2=O)c1
  A: 1%	B: 1%	C: 1.3µM*[quencher]	D: 28%	E: 0%	F: -30%[53 µM]	G: -9%	H: 23%

O=C(c1cc([N+](=O)[O-])ccc1N1CCNCC1)N1CCOCC1
  A: -13%	B: -6%	C: -3%	D: -5%	E: 2%	F: -5%	G: 0%	H: 7%

O=C(O)CCn1cc(C=C2C(=O)NC(=S)NC2=O)c(-c2cc3ccccc3oc2=O)n1
  A: 20%	B: 4%	C: -1%	D: 140%[activator]	E: 6%	F: /	G: -2%	H: -21%

Oc1cc2c(cc1CN1CCN(c3ccccc3)CC1)CCC2
  A: -10%	B: -9%	C: 2%	D: -7%	E: -2%	F: 1%	G: 3%	H: -8%

CC1(C)NCCN2C(=O)CSC21 (configuration not stated)
  A: 0%	B: 11%	C: 1%	D: -7%	E: -5%	F: 4%	G: 7%	H: /

CN1C(=O)C(=Cc2ccc(OCCN(C)c3ccccn3)cc2)C(=O)N(C)C1=O
  A: -1%	B: -8%	C: 1%	D: 0%	E: 4%	F: 5%	G: 0%	H: 31%[activator]

CCC1OC2(C)C(O)C(/C=C/C=C/C=C/c3oc(=O)cc(OC)c3C)OC1(C)C2OC(C)=O (configuration not stated)
  A: -18%	B: /	C: -6%	D: /	E: /	F: 4%	G: -7%	H: /

All compounds of this part, previewed entries included:
Short keys: A = RECQ1 inh; B = GAA glycogen mod; C = TexasRed fluor; D = RGS12 GoLoco inh; E = GAA inh; F = TRb-SRC2 inh; G = aGlu spleen mod; H = L3MBTL1 block
O=C(CC[N+](=O)[O-])OCC1OC(O)C(OC(=O)CC[N+](=O)[O-])[C@@H](OC(=O)CC[N+](=O)[O-])C1OC(=O)CC[N+](=O)[O-] (some centres not stated)
  A: -3%	B: /	C: -4%	D: 3%	E: /	F: -10%	G: 3%	H: /

CN1CCN(c2ccc([N+](=O)[O-])c(N3CCCCC3)c2)CC1
  A: -6%	B: -6%	C: -1%	D: 6%	E: 1%	F: 4%	G: 4%	H: -22%

CCOP(=S)(NN(Cc1ccccc1)C(=O)c1ccccc1)OCC
  A: i	B: 0%	C: -2%	D: 14%	E: 4%	F: 7%	G: -4%	H: 0%

CCn1c(=O)n(CC(=O)N2CCC3(CC2)OCCO3)c(=O)c2ccccc21
  A: -3%	B: 2%	C: 1%	D: 2%	E: -16%	F: -13%	G: 3%	H: 3%

COc1ccc(NC(=O)CN2C3CCC2CC(O)(c2cccnc2)C3)cc1OC (configuration not stated)
  A: -9%	B: -8%	C: -1%	D: 5%	E: 1%[15.4 µM]	F: -1%	G: 2%	H: -5%

Cc1cccc(N2C(=O)NC(=O)/C(=C\c3cnc(-c4ccccc4)nc3)C2=O)c1
  A: 1%	B: 1%	C: 1.3µM*[quencher]	D: 28%	E: 0%	F: -30%[53 µM]	G: -9%	H: 23%

O=C(c1cc([N+](=O)[O-])ccc1N1CCNCC1)N1CCOCC1
  A: -13%	B: -6%	C: -3%	D: -5%	E: 2%	F: -5%	G: 0%	H: 7%

O=C(O)CCn1cc(C=C2C(=O)NC(=S)NC2=O)c(-c2cc3ccccc3oc2=O)n1
  A: 20%	B: 4%	C: -1%	D: 140%[activator]	E: 6%	F: /	G: -2%	H: -21%

Oc1cc2c(cc1CN1CCN(c3ccccc3)CC1)CCC2
  A: -10%	B: -9%	C: 2%	D: -7%	E: -2%	F: 1%	G: 3%	H: -8%

CC1(C)NCCN2C(=O)CSC21 (configuration not stated)
  A: 0%	B: 11%	C: 1%	D: -7%	E: -5%	F: 4%	G: 7%	H: /

CN1C(=O)C(=Cc2ccc(OCCN(C)c3ccccn3)cc2)C(=O)N(C)C1=O
  A: -1%	B: -8%	C: 1%	D: 0%	E: 4%	F: 5%	G: 0%	H: 31%[activator]

CCC1OC2(C)C(O)C(/C=C/C=C/C=C/c3oc(=O)cc(OC)c3C)OC1(C)C2OC(C)=O (configuration not stated)
  A: -18%	B: /	C: -6%	D: /	E: /	F: 4%	G: -7%	H: /

Cc1cc(/C=C2\C(=O)NC(=O)N(c3ccc(Cl)cc3)C2=O)c(C)n1-c1sc2c(c1C#N)CCCC2
  A: ?	B: 12%	C: 7%	D: 94%[activator]	E: 1%	F: 1%	G: -4%	H: -17%

CCOC(=O)C1=CC(=C2C(=O)N(CC)C(=S)N(CC)C2=O)c2ccccc2O1
  A: i	B: -7%	C: 5%	D: 70%[activator]	E: -8%	F: -3%	G: 6%	H: /

C/C=C1/C[N@@+]2(C)CC[C@]34C(=C(C=O)[C@H]1C[C@H]32)Nc1ccccc14
  A: 1%	B: /	C: -2%	D: 6.3µM*	E: /	F: -4%	G: 12%	H: /

CNS(=O)(=O)c1ccc(N=Cc2c(O)n(-c3ccccc3)c(=O)[nH]c2=O)cc1
  A: 5%	B: 11%	C: 1%	D: -3%	E: -3%	F: 3%	G: 1%	H: 1%

CCC[C@@](C)(COC(N)=O)COC(=O)NC(C)C
  A: -4%[25.9 µM]	B: /	C: -1%[53 µM]	D: -5%[21.6 µM]	E: /	F: -2%[53 µM]	G: -4%[29.1 µM]	H: /

O=C(NC(=O)c1c(F)cccc1F)Nc1cc(Cl)c(OC(F)(F)C(F)C(F)(F)F)cc1Cl (configuration not stated)
  A: i	B: /	C: 1%[201 µM]	D: 5%	E: /	F: 5%[201 µM]	G: -9%	H: /

N=Cc1c(O)n(-c2cccc(Cl)c2)c(=O)[nH]c1=O
  A: 0%	B: 4%	C: -2%	D: 2%	E: -2%	F: -12%	G: -4%	H: 5%

CN(C)C(=O)Oc1ccc(C(=O)c2ccccc2)cc1
  A: 0%	B: -7%	C: 0%	D: -4%	E: 5%	F: 2%	G: -3%	H: -1%

CCCCn1c(O)c(C=NCCCN(CC)CC)c(=O)[nH]c1=O
  A: -1%	B: 5%	C: -7%	D: 11%	E: 1%	F: -4%	G: 7%	H: -3%

COc1cccc(N2C(=O)NC(=O)/C(=C\c3ccc([N+](=O)[O-])s3)C2=O)c1
  A: 22µM*	B: -21%	C: 26%	D: 203%[activator]	E: 2%	F: /	G: 1%	H: 20µM*

Cc1cccc(N2C(=O)NC(=O)C3(Cc4cc(C)ccc4N(C)C3)C2=O)c1 (configuration not stated)
  A: -2%	B: -18%	C: -1%	D: /	E: 1%	F: 6%	G: -3%	H: 2%

O=c1c2ccccc2nc(-c2ccccc2)n1-c1cccnc1
  A: i	B: 4%	C: 1%	D: -5%	E: -4%	F: -7%	G: 1%	H: 4%

CCNC(=O)NC(=O)C(C)OC(=O)c1c(C)nn(Cc2ccccc2Cl)c1Cl (configuration not stated)
  A: -4%	B: 6%	C: -1%	D: -6%	E: 2%	F: 1%	G: 0%	H: -1%

CCCCCCn1c(O)c(C=NC2CCCCC2N)c(=O)[nH]c1=O (configuration not stated)
  A: 7%	B: -3%	C: 1%	D: 9%	E: 7%	F: -1%	G: 1%	H: -2%

CCOP(=S)(OCC)OCCSCC
  A: -12%	B: /	C: -5%	D: /	E: /	F: -5%	G: -1%	H: /

CCC(=O)CC(c1ccccc1)c1c(O)c2ccccc2sc1=O (configuration not stated)
  A: i	B: -3%	C: -1%	D: -8%	E: -1%	F: -6%	G: 2%	H: -5%

Profiles, looked up by structure. Order of screens: RECQ1 inh	GAA glycogen mod	TexasRed fluor	RGS12 GoLoco inh	GAA inh	TRb-SRC2 inh	aGlu spleen mod	L3MBTL1 block
`Cc1cc(/C=C2\C(=O)NC(=O)N(c3ccc(Cl)cc3)C2=O)c(C)n1-c1sc2c(c1C#N)CCCC2` reads ?	12%	7%	94%[activator]	1%	1%	-4%	-17%
`O=c1c2ccccc2nc(-c2ccccc2)n1-c1cccnc1` reads i	4%	1%	-5%	-4%	-7%	1%	4%
